Pol beta inh: blocks human DNA polymerase beta activity; P06746; Pol beta primer extension/strand displacement, fluorescence kinetic; Potency, µM (highest dose often 114 µM), inactives show at the top dose activity change, negative = inhibition, most hits filed as inhibitors; 1.3% of 340,000 active; further: potency means the concentration at half of the fitted maximal effect; on the % scale 0 is the no-effect control and ±100 the full control effect
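Pol beta (10 nM) and compounds were preincubated 15 min at room temperature, then 50 nM substrate (final) started primer extension/strand displacement. Reads were taken at 0 and 10 min; concentration-response data were fitted to a four-parameter Hill equation.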
RGS4 inhibitor: blocks human RGS4-accelerated GTP hydrolysis | P49798 | Transcreener GDP fluorescence polarization, RGS4-accelerated GTP hydrolysis | Potency, µM (top dose mostly 114 µM), for inactives: top-dose activity change, negative = inhibition, hits mostly inhibitors | 0.039% of 390,000 active | AID 504845; further: potency means the concentration at half of the fitted maximal effect; on the % scale 0 is the no-effect control and ±100 the full control effect; nearly all actives have a fitted effect of over 75% in size; some results filed as inactive show a strong effect at the top dose
Target sequence (P49798 whole entry, looked up): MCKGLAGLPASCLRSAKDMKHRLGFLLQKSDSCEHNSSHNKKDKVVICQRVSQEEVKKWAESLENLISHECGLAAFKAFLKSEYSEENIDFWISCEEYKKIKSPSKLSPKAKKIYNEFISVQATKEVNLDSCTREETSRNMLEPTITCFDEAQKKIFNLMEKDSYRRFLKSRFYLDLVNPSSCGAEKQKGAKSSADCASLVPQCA
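MLSMR compounds (23 nl, pin-transferred) preincubated 10 min at room temperature with a 500nM (2x) first reagent, then RGS4 at 900nM (2x) plus Transcreener GDP mix added; fluorescence polarization (620/688 nm) read before and after 90 min at 30 °C.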
LDHA inh: inhibitors of human lactate dehydrogenase A. P00338. purified LDHA, NADH/diaphorase-resazurin fluorescence; stronger effect = lower value. activity change, % (values are at about 110 or 230 µM). 0.15% of 480,000 active. AID 1347041; in the data active means activity change below about -30%; inconclusive means mostly about -25% to -30%;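 further: plate controls were DMSO wells for no effect and wells without enzyme for full effect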
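Enzyme activity of human lactate dehydrogenase 5 (2 nM; 0.06 mM NADH, 0.2 mM pyruvate, 5 min, RT) is measured via a resazurin/diaphorase fluorescence readout of residual NADH.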
Pol kappa inh: inhibitors of human DNA polymerase kappa | purified Pol kappa, fluorescent DNA synthesis assay, 10 min | Potency, µM (doses to about 107 µM), without a hit: at the highest dose activity, negative = inhibition, most hits filed as inhibitors | 0.53% of 400,000 active | AID 588579; further: potency means the concentration at half of the fitted maximal effect; on the % scale 0 is the no-effect control and ±100 the full control effect
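Pol kappa 10 nM + cpd, 15 min RT; start w/ substrate 50 nM final; fluorescence kinetic read, 0 and 10 min. Neg ctrl: buffer, no enzyme.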
ERG Ets-DNA blk: blocks human ERG Ets domain binding to DNA. P11308. fluorescence polarization, His-ERG Ets domain / labelled DNA. Potency, µM (highest dose often 76.9 µM), inactives show top-dose FP activity, negative = inhibition, most hits filed as inhibitors. 0.028% of 370,000 active. AID 624246; active means well fitted inhibition curve with a large enough effect in the polarisation, with a control signal flat; inconclusive means small, poorly fitted or top-dose-only effect, or effect the other way, or a change in a side signal; inactive means no such curve, though single readings can be large or run the other way; the % refers to the polarisation;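 further: polarization taken with two DNA probes labelled with fluorescein and Texas red; potency means the concentration at half of the fitted maximal effect; % of control where 0% means no effect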
Target sequence (P11308 whole entry, looked up, the tested form may be a part): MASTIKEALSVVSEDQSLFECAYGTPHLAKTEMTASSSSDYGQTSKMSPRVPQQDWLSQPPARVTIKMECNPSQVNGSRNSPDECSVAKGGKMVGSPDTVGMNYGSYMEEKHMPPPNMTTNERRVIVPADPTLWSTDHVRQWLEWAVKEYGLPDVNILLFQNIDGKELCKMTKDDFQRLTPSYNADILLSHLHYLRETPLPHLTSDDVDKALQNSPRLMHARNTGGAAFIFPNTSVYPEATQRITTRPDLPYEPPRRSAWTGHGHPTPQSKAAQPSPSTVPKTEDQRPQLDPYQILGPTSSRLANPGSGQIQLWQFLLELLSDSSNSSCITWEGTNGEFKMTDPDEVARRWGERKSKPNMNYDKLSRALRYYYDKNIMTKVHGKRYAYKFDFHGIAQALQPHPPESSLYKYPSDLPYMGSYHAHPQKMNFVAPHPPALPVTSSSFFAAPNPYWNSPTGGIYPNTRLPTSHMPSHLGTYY
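His-tagged ERG Ets domain (1 uM in the protein solution; 300mM KCl, 50mM Tris-HCl, 1mM EDTA, 1mM DTT, pH 7.5) received compound, then a probe mix of 5 nM fluorescein-DNA and 100nM Texas-615-DNA. Fluorescence polarization was read for both dyes.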
APE1 inh: APE1 (human) endonuclease inhibition; Potency, µM (series often up to 65.8 µM), without a hit: top-dose activity change, negative = inhibition, usual class: inhibitors; recombinant APE1, TAMRA/BHQ-2 abasic DNA cleavage fluorescence; 0.35% of 350,000 active; AID 2517; P27695;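 further: potency means the concentration at half of the fitted maximal effect; plate controls were vehicle for no effect and reference inhibitor for full effect; nearly all actives have a fitted effect of over 55% in size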
Target sequence (P27695 whole entry, looked up): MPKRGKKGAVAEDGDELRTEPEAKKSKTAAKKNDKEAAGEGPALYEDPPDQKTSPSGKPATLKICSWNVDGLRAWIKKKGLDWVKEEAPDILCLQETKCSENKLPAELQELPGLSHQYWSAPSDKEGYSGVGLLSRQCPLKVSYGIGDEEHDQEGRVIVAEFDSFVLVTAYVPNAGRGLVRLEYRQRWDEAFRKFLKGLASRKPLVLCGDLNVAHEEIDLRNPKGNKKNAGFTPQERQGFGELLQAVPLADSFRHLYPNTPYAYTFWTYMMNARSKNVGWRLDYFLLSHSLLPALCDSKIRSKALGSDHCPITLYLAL
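Incision of a quenched TAMRA/BHQ-2 THF abasic-site duplex (50 nM) by 0.75 nM APE1, after 15 min compound preincubation, measured as fluorescence increase over three 60 s reads. Values normalized to buffer, DMSO and NSC13755 control wells.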
Pol eta inh: inhibitors of human DNA polymerase eta. Q9Y253. recombinant Pol eta, fluorescent DNA replication assay. Potency, µM (top dose mostly 114 µM), for inactives: at the top dose activity change, negative = inhibition, actives largely listed as inhibitors. 1.2% of 390,000 active; further: potency means the concentration at half of the fitted maximal effect; on the % scale 0 is the no-effect control and ±100 the full control effect
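Pol eta at 10 nM preincubated with compounds 15 min at room temperature; reaction started with fluorescent substrate (50 nM final) and read kinetically at 0 and 10 min.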
Apoferritin bind: binds horse apoferritin like a general anesthetic; Potency, µM (top dose mostly 77.5 µM), inactives show at the top dose activity change, negative = displacement, usual class: inhibitors; P02791; 0.074% of 350,000 active; apoferritin/1-aminoanthracene competitive binding, fluorescence; further: potency means the concentration at half of the fitted maximal effect; on the % scale 0 is the no-effect control and ±100 the full control effect; nearly all actives have a fitted effect of over 20% in size
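In PBS, apoferritin at 10 uM is loaded with 1-AMA from a 50% saturated solution. After 10 min of compound exposure at ambient temperature, reduced 535 nm fluorescence indicates probe displacement.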
ALOX12 inh: ALOX12 (human) lipoxygenase inhibition; P18054; purified 12hLO, xylenol orange hydroperoxide absorbance; Potency, µM (top dose mostly 108 µM), for the others: at the top dose activity change, negative = inhibition, actives largely listed as inhibitors; 1.1% of 580,000 active; AID 1671190; further: potency means the concentration at half of the fitted maximal effect; on the % scale 0 is the no-effect control and ±100 the full control effect
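Hydroperoxide product was detected by ferrous iron/xylenol orange as the 573 to 405 nm absorbance ratio. Arachidonic acid at 40 uM (final) was turned over for 30 min at room temperature by 150 nM human 12hLO, pH 7.0 Hepes buffer, after 15 min compound preincubation.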
The depositor's hits bear a star; ? = inconclusive; . = no result given; & = joins results of further samples; [ ] = dose if it differs, or a comment. Unless noted, the call rests on the fitted dose curve; in most records, active means well fitted curve in the direction sought with a large enough effect; inconclusive means small, poorly fitted or top-dose-only effect, or another doubt; inactive means no such curve, though single readings can be large; an effect the other way counts as inactive or inconclusive.

Screens in order – Pol beta inh, RGS4 inhibitor, LDHA inh, Pol kappa inh, ERG Ets-DNA blk, APE1 inh, Pol eta inh, Apoferritin bind, ALOX12 inh
CC1CCCC(NC(=S)Nc2cccc(S(=O)(=O)N(C)C)c2)C1C (centres undefined)
    13%, 3%, -1, -5%, -12%, 2%, -24%, -20%, 0%
Cc1cccc(-c2nc3nc(C)cc(N4CCN(c5ccccc5)CC4)n3n2)c1
    -1%, 23%, -10, -21%, -4%, ., -14%, 1%, -18%
COc1ccc(C2C(=O)c3ccccc3C2=O)c(OC)c1
    34%, 7%, -6, -22%, 5%, 1%, 2%, -12%, ?
O=C(CSc1nnc2ccccn12)Nc1nsc(-c2ccccc2)n1
    80%, 15%, -7, 0%, 1%, 0%, -10%, -3%, 1%
O=C(CC(c1cccs1)N1Cc2ccccc2C1=O)Nc1ccccc1 (centres undefined)
    34%, 20%, -5, -4%, 2%, ., -4%, -9%, 2%
O=C(COc1ccc(Br)cc1)NC1CC1
    38%, -8%, -2, ?, -11%, 21%, -5%, -4%, 15%
CC(C)C(NC(=O)c1cccs1)C(=O)NC1=NCCS1 (centres undefined)
    -27%, 5%, -8, -6%, -4%, 0%, -10%, -10%, ?
Cc1cc(=O)oc2cc(OCC(=O)NC3CCN(Cc4ccccc4)CC3)ccc12
    54%, 16%, -5&-3, -11%, -7%, 34%, 9%, -9%, -1%&70%
C=Cc1ccc(Cn2ccn(-c3ccc(F)c(F)c3)c(=O)c2=O)cc1
    -7%, -9%, 1, 0%, -1%, ., -2%, -16%, -20%
Cc1ccc(S(=O)(=O)Nc2nc3c(s2)C(=O)CC(C)(C)C3)cc1
    6%, 1%, -1, -5%, 8%, 4%, -1%, -3%, ?
O=C(Nc1nc2ccccc2s1)C1CCCO1 (centres undefined)
    0%, -10%, 1, -11%, 3%, 11%, -8%, -14%, 12%
CCOc1ccc(N(CC(=O)Nc2nccs2)S(=O)(=O)c2c(C)[nH]c(=O)[nH]c2=O)cc1
    20%, -1%, -7, -28%, -1%, 1%, 3%, -3%, -4%
CCOc1ccc(Br)cc1S(=O)(=O)Nc1cccc(-c2ccc(OC)nn2)c1
    9%, 1%, -4, -8%[60.1 µM], 6%, ., -9%, -3%, -20%
CSCc1ccc(C(=O)NCc2ccc(F)cc2)cc1
    4%, 21%, 1, -13%, -16%, 4%, -4%, -23%, -8%
Cc1ccc(NC(=O)c2c(C)nc3sc(C(=O)Nc4ccc(F)cc4)c(N)c3c2-c2ccc(C)o2)c(C)c1
    0%, -11%, -1, 8%, 5%, ., -5%, -2%, 11%
O=C(NCCc1c[nH]c2ccccc12)C(=O)c1c[nH]c2ccccc12
    24%, -34%, 2, 13%, -4%, 15%, -17%, -22%, 0%
Cc1ccc(-n2c(=O)cc(N3CCc4ccccc4C3)[nH]c2=O)cc1
    19%, -28%, -3, -11%, ., 10%, -9%, -11%, 5%
O=S(=O)(Nc1ccc(-c2ccc(N3CCCC3)nn2)cc1)c1ccccc1Cl
    -20%, 2%, -8, -18%[60.1 µM], 0%, ., 3%, -15%, -11%
CC(C)CN1CCc2nc(Nc3ccc(F)cc3F)ncc2C1
    ?, 3%, -5, 1%[60.1 µM], ?, ., -8%, 27%, 1%
CCCCOC(=O)c1ccc(NC(=O)c2cc(-c3cccs3)on2)cc1
    11%, 9%, -6, -10%, -15%, ., -2%, 0%, -4%
COc1ccc(C(=O)Oc2cc(OC)cc(OC)c2C(C)=O)cc1
    -3%, -4%, 1, 3%, -11%, 11%, -3%, 1%[15.3 µM], 4%
Cc1ccc(NC(=O)CS(=O)(=O)c2cn(CC(=O)N3CCOCC3)c3ccccc23)cc1
    -4%, 7%, -12, -5%, -1%, -2%, -6%, -4%, -7%
C#CCOc1ccccc1/C=C1/C(=O)ON=C1C
    1%, -60%[56.9 µM], -11, -1%, 5%, 24%, -10%, -8%, ?
Cc1ccc(C)c(NS(=O)(=O)c2cc(C(=O)NCc3ccncc3)ccc2C)c1
    -2%, -49%, 0, -8%, -11%, 10%, ?, -5%, 19%
COc1ccc(OC)c(/C=C/C(=O)Nc2ccc(OC)nc2)c1
    16%, 10%, -4, -15%, 8%, 9%, -3%, 32%[activator], 492%[activator]
COc1ccc(/C=C/C(=O)OCC(=O)NC2CC2)c(OC)c1
    ., 2%, -2, -3%, -10%, 17%, -10%, ., 221%[activator]
CCCOc1ccc(C2Nc3cccc4cccc(c34)N2)cc1
    19%, -50%, 4, 8%, 12%, -1%, -6%, -11%, ?
O=C1COc2ccccc2N1Cc1ccc(Cl)cc1
    38%, 0%, -2, -12%, -2%, 32%, -11%, -9%, 4%
C/C(CC(=O)Nc1ccc(C)c(Cl)c1)=N\NC(=O)c1cccc(O)c1
    39%, -20%, -1, -1%, 11%, 8%, -22%, -15%, 22%
CN(CCOc1ccc(Cl)cc1)C(=O)C1CCN(C(=O)c2ccc(F)cc2)CC1
    10%, -14%, -2, -18%, -11%, 9%, -17%, 4%, 0%
COC(=O)C1=CN(Cc2ccc(OC)c(OC)c2)C=C(C(=O)OC)C1c1cccs1
    13%, -14%, 1, -2%, 7%, 5%, -25%, 127%[activator], -15%
OC1(c2cccc(C(F)(F)F)c2)CCN(CCN2CCCCC2)CC1
    18%, -8%, -5, -5%, 8%, -5%, -19%, -14%, ?
O=C(CSc1nnc(CNC(=O)c2ccccc2F)o1)NCc1ccco1
    ?, 3%, 1, -15%, 2%, 10%, -15%, -5%, -28%
O=C(OCC1CC(c2ccccc2)=NO1)c1ccco1 (centres undefined)
    17%, -20%, 2, 6%, 5%, 12%, -8%, 2%, 40%[activator]
CCn1cc(C(=O)N2CCN(c3cccc(C)c3C)CC2)c(=O)c2ccc(C)nc21
    -21%, 1%, 7, ?, -3%, 7%, ?, 0%, -10%
CN(C(=O)COC(=O)c1ccc(NS(=O)(=O)c2cccs2)cc1)C1CCCCC1
    ?, -22%, -3, 2%, 4%, 3%, -13%, -9%, -16%
Cc1csc(NC(=O)CSc2nnc(-c3cccs3)n2C)n1
    12%, 14%, -16, -9%, -2%, 4%, 3%, 7%, 12%
Cc1ccc(N(CC(=O)Nc2ccc(C)c(Cl)c2)S(=O)(=O)c2cccs2)cc1
    -29%, -6%, 1, -7%, -1%, ., -22%, 31%[activator], -16%
Cc1ccccc1N=Nc1ccc(O)c2ncccc12
    2%, 8%, -1, -20%, 4%, 2%, -7%, 2%, -37%
Cn1nnnc1Sc1ncnc2scc(-c3ccccc3Br)c12
    ., 1%, 0&-12, 0%, ., -16%, -16%, ., -3%
COC(=O)c1c(C)[nH]c(C(=O)CSc2ccc(Cl)cc2)c1C
    1%, -32%, 0, 0%, 7%, -7%, -19%, -18%, 0%
Nc1nonc1C(=O)N1CCCC1
    12%, -8%, 1, 5%, 22%, -5%, -9%, -13%, 3%
COc1ccccc1CCNC(=O)NC1CCCCC1
    15%, -4%, -3, 1%[60.1 µM], -1%, 2%, -14%, -10%, 6%
COc1ccc(NC(=O)CCCN2C(=O)C(c3ccccc3)Oc3cccnc32)c(OC)c1 (centres undefined)
    32%&10%, 23%&9%, -7&-6, 0%&-6%, -4%&0%, 1%, 1%&4%, -7%&-20%, 2%&-15%
CCOC(=O)Nc1ccc2nc3n(c(=O)c2c1)CCCCC3
    2%, 0%, -2, 1%, 11%, 1%, -18%, -2%, -9%
Cc1nn(-c2ccccc2)c(N2CCCC2)c1/C=N/NC(=O)c1cc(-c2ccccn2)nc2ccccc12
    0%, 13%, -9, -10%, -7%, -8%, -20%, -10%, 17%
C=CCN1C(=O)CS/C1=N\N=C\c1cccc([N+](=O)[O-])c1
    -17%, -11%, -7, -15%, -2%, 0%, -17%, -9%, -7%
Cc1ccc(OCC(O)CN2CCN(CC(O)COc3ccc(C)cc3Cl)CC2)c(Cl)c1 (centres undefined)
    1%, 6%, -3, -10%, -6%, 8%, -5%, -20%, -21%
Cc1ccccc1-n1nc(C)c2cc(C(=O)NC3CC3)sc21
    8%, 16%, -4, -3%, 1%, 18%, -12%, -18%, 2%
COc1ccc(CN2C(=O)CN(C3CCCCCC3)C(=O)C2c2ccc(OC)c(OC)c2)cc1 (centres undefined)
    34%[activator], -10%, 4, -8%, -13%, 4%, -3%, -10%, -30%
CCO[C@H]1OC(C(=O)N2CCN(C)CC2)=C[C@@H](c2coc3ccccc3c2=O)[C@@H]1CCCO
    90%, 4%, -5, -18%, 6%, -6%, -23%, -2%, 8%
COc1cccc(CCNC(=O)c2c(O)nc3ccccn3c2=O)c1
    -2%, -27%, 7, 4%, -6%, ., -12%, 5%, 0%
CN1C(=O)/C(=C\c2ccc(N(C)C)cc2)OC1=S
    4%, -42%[56.9 µM], -3, -17%, 46%[activator], 10%, -18%, 2%, -37%
Cc1cccc(-c2csc(N)c2C(=O)OC(C)C)c1
    -10%, -41%, 29, -10%, 10%, -8%, -9%, -2%, ?
CCCCn1c(=O)c2oc3ccccc3c2n(CC(=O)Nc2cc(C)ccc2C)c1=O
    1%, 2%, 0, -8%, 1%, ., -12%, -12%, ?
Cc1ccc(-c2cc(Cc3ccncc3)c(=O)[nH]n2)cc1
    26%, -10%, -1, -3%, -2%, -1%, -19%, 0%, 128%[activator]
Cc1csc(NC(=O)c2c(O)c3c(n(CC(C)C)c2=O)CCCC3)n1
    -16%, 5%, 4, 0%, -3%, -8%, -10%, 3%, .

Assay outcomes: PubChem, National Center for Advancing Translational Sciences (NCATS)

This is a subset; the hit share may differ from the screen's.
